Screens (PubChem BioAssay)
PGC1a acetyl inh – lowers PGC1a acetylation signal in U2OS cells | AlphaScreen anti-acetyl-lysine; with virally co-expressed GCN5 acetyltransferase | inhibition, % at 15.6 µM | 350,000 compounds, 0.17% hits | AID 651687;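 active means every replicate shows inhibition of at least 40%; inconclusive means mean inhibition at least 40% but some replicate below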;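 further: 0% = neutral control wells and 100% = positive control wells; some results beyond the cut were filed as inactive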
miR122 inh – miR-122 inhibition in Huh7 cells; Huh7 miR-122 Renilla luciferase sensor, 48 h; neutral wells = 0, positive control = 100; activation (reporter increase), % at 12.5 µM; 340,000 compounds, 0.3% hits; AID 602342;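 active means mean replicate activation score at least 90 and every replicate individually at or above 90; inconclusive means only one of the two criteria met; inactive means neither criterion met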;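 further: higher luciferase means less miR-122 activity so hits act as miR-122 inhibitors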
E-selectin induc – E-selectin induction on HUVECs; P16581; activation, % at 7.58 µM; AID 686992; 260,000 compounds, 0.37% hits; HUVEC E-selectin immunofluorescence imaging; normalized: neutral wells 0, TNF-alpha wells 100;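 active means mean E-selectin-positive cell signal at least 10% of the positive control, reached in at least 60% of replicates, without over 20% cell loss; inconclusive means no rule given, readout overlaps actives, possibly toxicity-flagged; inactive means the rest, including those meeting only one limit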;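 further: in these data hits start at about 27%; measured in HUVEC primary endothelial cells; signal is the percent of cells scored E-selectin positive by PE staining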
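Test system – human umbilical vein endothelial cells (HUVEC), E-selectin induction · Input – 3,000 HUVEC seeded per well · Buffer or medium – EGM-2, gelatin · Compound dosing – single-point compound dose · Detection – immunofluorescence imaging · Measure – percent E-selectin-positive cells · Controls – TNF-alpha high, DMSO low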
ERAP1 HTS inh – inhibitors of human ERAP1 aminopeptidase | Q9NZ08 | recombinant ERAP1, Leu-AMC fluorescence, 60 min | inhibition, % at 10.7 µM | 340,000 compounds, 0.15% hits | AID 652197;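 active means mean replicate inhibition of at least 30%, or all replicates individually reaching that 30% level; inactive means mean below 30% and not every replicate reaching it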;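 further: 0% = neutral control wells and 100% = L-leucinethiol positive control wells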
Target sequence (Q9NZ08 whole entry, looked up): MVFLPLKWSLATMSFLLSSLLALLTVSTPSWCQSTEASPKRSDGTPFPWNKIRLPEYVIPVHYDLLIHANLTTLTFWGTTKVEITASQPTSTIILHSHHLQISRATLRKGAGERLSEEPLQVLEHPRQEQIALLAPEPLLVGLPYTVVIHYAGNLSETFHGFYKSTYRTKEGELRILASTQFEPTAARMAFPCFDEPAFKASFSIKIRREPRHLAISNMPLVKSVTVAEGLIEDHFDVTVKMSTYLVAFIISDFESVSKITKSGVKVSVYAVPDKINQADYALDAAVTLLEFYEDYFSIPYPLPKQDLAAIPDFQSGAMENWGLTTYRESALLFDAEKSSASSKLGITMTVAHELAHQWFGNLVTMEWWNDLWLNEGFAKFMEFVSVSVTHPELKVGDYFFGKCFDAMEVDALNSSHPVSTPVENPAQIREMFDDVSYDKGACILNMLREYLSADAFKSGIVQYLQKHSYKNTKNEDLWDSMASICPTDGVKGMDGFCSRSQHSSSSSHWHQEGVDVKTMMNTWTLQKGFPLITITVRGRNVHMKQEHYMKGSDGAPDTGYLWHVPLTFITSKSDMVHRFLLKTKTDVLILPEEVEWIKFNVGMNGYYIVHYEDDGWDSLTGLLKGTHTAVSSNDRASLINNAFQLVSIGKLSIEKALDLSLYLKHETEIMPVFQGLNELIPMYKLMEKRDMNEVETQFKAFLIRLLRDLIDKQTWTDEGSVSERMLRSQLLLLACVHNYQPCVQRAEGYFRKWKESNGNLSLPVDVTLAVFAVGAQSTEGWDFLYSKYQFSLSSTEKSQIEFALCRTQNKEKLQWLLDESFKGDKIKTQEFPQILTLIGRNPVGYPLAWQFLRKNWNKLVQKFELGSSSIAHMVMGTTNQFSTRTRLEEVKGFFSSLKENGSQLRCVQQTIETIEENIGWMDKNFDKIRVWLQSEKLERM
Cneo AK release – causes C. neoformans cell lysis; 360,000 compounds, 0.2% hits; lysis activity, % at 15 µM; adenylate kinase release luminescence, 4 h; normalised: neutral wells 0, clomiphene wells 100;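 active means mean lysis activity across replicates of at least 80%, whatever share of replicates individually reach that level; inactive means mean lysis activity below 80%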
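Material – Cryptococcus neoformans yeast cells · Quantity – 5 × 10^6 yeast cells/mL · Buffer or medium – YPD medium · Compound – single dose · Timing – 4 h static compound exposure, 37 °C, read 1 h post-reagent · Signal – adenylate kinase release luminescence · Read-out basis – lysis from increased AK signal · Benchmarks – Clomiphene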
RAD52 anneal inh – blocks human RAD52 DNA annealing; recombinant RAD52 DNA annealing, FRET fluorescence; inhibition, % at 18.7 µM; 360,000 compounds, 0.46% hits; AID 651710;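 active means every replicate showing at least 50% inhibition; inconclusive means mean inhibition at least 50% but not in every replicate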
PglD inh – inhibitors of Campylobacter jejuni PglD acetyltransferase; purified PglD enzyme, DTNB colorimetric CoA detection; inhibition, % at 12.5 µM; 360,000 compounds, 0.098% hits; AID 602405; in the data active means inhibition above about 16%, passing the limit was not always enough; inconclusive means no clear call, values can overlap the other calls; further: strong numbers were not always called active
RAD54 branch – inhibitors of human RAD54 branch migration; Q92698; 360,000 compounds, 0.14% hits; RAD54 Holliday junction branch migration, FAM/BHQ fluorescence; inhibition, % at 10.4 µM;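 active means mean normalized replicate activity at least 40 and at least half of replicates scoring 40 or more; inconclusive means only one of the two criteria met; inactive means mean below 40 and under half of replicates reaching 40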;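 further: 0% = median of neutral control wells and 100% = median of positive control wells; inhibitors cause a drop in the FAM fluorescence signal; in these data hits start at about 50%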
* marks the source's active call; other numbers are inactive results; ? = inconclusive; . = not tested or not shown; & = joins results of further samples; [ ] = another dose, or the depositor's remark.

no.	molecule	PGC1a acetyl inh	miR122 inh	E-selectin induc	ERAP1 HTS inh	Cneo AK release	RAD52 anneal inh	PglD inh	RAD54 branch
1	S=c1[nH]nc(-c2cccnc2)o1	.	1	.	.	4	.	-3	7
2	C[C@@H]1CN([C@@H](C)CO)S(=O)(=O)c2ccc(C#Cc3ccccc3)cc2O[C@@H]1CN(C)C(=O)Nc1ccccc1	6	4[16.7 µM]	0.4	0	-6	-11	-1	-10
3	C[C@@H]1CN([C@H](C)CO)S(=O)(=O)c2ccc(-c3ccc(C(=O)N(C)C)cc3)cc2O[C@@H]1CN(C)C	-2	-6[16.7 µM]	0.0	1	-2	-14	3	16
4	Cc1noc(C)c1NC(=O)N[C@@H]1CC[C@H](CC(=O)N2CCN(C)CC2)O[C@H]1CO	4	.	-0.4	-3	-1	-2	-1	-2
5	CC(=O)c1cccc(NC(=O)N2CCCC2C(=O)Nc2c(C)cccc2C)c1 (stereo not drawn)	-16	4	.	.	0	.	-1	-3
6	C/C=C/c1cnc2c(c1)C(=O)N([C@H](C)CO)C[C@@H](C)[C@H](CN(C)C(=O)CN1CCOCC1)O2	4	-3[16.7 µM]	0.9	-4	-2	-5	4	1
7	OC(CNCCC1C=Nc2ccccc21)Cn1c2ccc(Cl)cc2c2cc(Cl)ccc21 (stereo not drawn)	.	-55	3.1	.	-1	.	5	-1
8	O=C(OCC(=O)N1CCN(c2ccccc2)CC1)c1ccccn1	-3	-1	.	.	-1	.	3	-19
9	CC(=O)Nc1ccc(C(=O)COC(=O)c2ccco2)c(F)c1	8	-14	.	2	-4	-17	-3	2
10	O=C(O)/C=C/C(=O)NCC1CCC(CNC(=O)/C=C/C(=O)O)CC1 (stereo not drawn)	3	-6	.	.	-1	-10	4	2
11	CO[C@@H]1CN(C)C(=O)c2cc(NC(=O)c3ccccc3)ccc2OC[C@@H](C)N(CC2CC2)C[C@@H]1C	-2	-12[16.7 µM]	-0.1	.	-2	.	1	7
12	C[C@@H]1CN([C@H](C)CO)C(=O)c2cccc(NS(=O)(=O)c3ccccc3)c2O[C@H]1CN(C)Cc1ccc(C(F)(F)F)cc1	-1	44[16.7 µM]	0.0	0	1	15	1	-24
13	C=CCn1c(CCCNC(=O)C(C)(C)C)nc2ccccc21	-3	-1	0.1	-1	-3	-6	2	-4
14	O=C(c1ccccc1)N1CCN(Cc2c[nH]c3ccccc23)CC1	2	1	.	.	2	.	-3	2
15	Cc1ccc(C)c(C(=O)CCC(=O)N2CCN(c3ncccn3)CC2)c1	7	3	-0.1	6	2	-9	6	10
16	C[C@@H]1CN([C@H](C)CO)S(=O)(=O)c2ccc(C3=CCCCC3)cc2O[C@H]1CN(C)C(=O)C1CCCCC1	2	-2[16.7 µM]	2.5	-2	-1	-4	1	-8
17	O=C(NCCN1CCOCC1)C1CCN(c2nc3ccccc3o2)CC1	6	.	.	-7	-1	-10	4	3
18	COCCOC(=O)C1=C(C)NC(=O)NC1c1ccc(Cl)cc1 (stereo not drawn)	6	.	.	.	13	.	11	0
19	CCCCCC(=O)OCCc1c(C)nc2nc[nH]n2c1=O	3	3	0.1	-2	1	-15	2	-12
20	CCN(c1ccc(NC(=O)CSCc2c(C)noc2C)cc1)C(C)C	10	-2	1.3	3	9	-1	-4	1
21	COc1ccc(C(C(=O)NC2CCCCC2)N(Cc2cccs2)C(=O)Cc2c[nH]c3ccccc23)cc1OC (stereo not drawn)	-5	-3	.	.	10	.	3	-4
22	O=S(=O)(c1ccc(Cl)cc1)N1CCN(CCc2ccccc2)CC1	6	2	0.1	1	0	-11	10	-5
23	Cn1c(=O)cc(SCC(=O)N2CCCC2)c2ccc(Cl)cc21	.	-8	.	.	1	.	0	-3
24	O=C(O)C1CCN(S(=O)(=O)N2CCOCC2)CC1	3	.	.	.	-3	.	-2	-9
25	COc1ccc(S(=O)(=O)Nc2ccc3c(c2)C(=O)N([C@@H](C)CO)C[C@@H](C)[C@H](CN(C)C(=O)c2ccccc2)OCCCC[C@H](C)O3)cc1	.	-9[16.7 µM]	-0.2	0	-1	-2	1	-7
26	C[C@H](CO)N1C[C@H](C)[C@H](CN(C)Cc2ccccc2)OCCCC[C@H](C)Oc2ccc(NS(=O)(=O)c3ccc(Cl)cc3)cc2C1=O	-7	-11[16.7 µM]	.	1	0	52*	-2	-2
27	COc1cccc(C(NC(C)=O)c2nc(-c3cccs3)cs2)c1 (stereo not drawn)	-7	-2	0.1	-2	0	-37	0	-4
28	CCN1CCN(C(=S)NCCc2ccccc2)CC1	-7	3	.	.	2	.	-2	2
29	COc1cccc(C(NC(C)=O)c2nc(-c3ccc4ccccc4c3)cs2)c1 (stereo not drawn)	1	-5	0.0	2	1	-39	-2	-13
30	CCOC(=O)c1c(-c2ccccc2)csc1NC(=O)CSc1nc(C)cc(C)n1	-32	14	-2.7	7	0	6	2	-5

Entries by screen from above:
Compounds 15 to 25 in miR122 inh: 3, -2[16.7 µM], ., ., 3, -2, -3, 2, -8, ., -9[16.7 µM]
Compounds 15 to 25 in E-selectin induc: -0.1, 2.5, ., ., 0.1, 1.3, ., 0.1, ., ., -0.2

The listing picks up; the three compounds before the break are reprinted first.
no.	molecule	PGC1a acetyl inh	miR122 inh	E-selectin induc	ERAP1 HTS inh	Cneo AK release	RAD52 anneal inh	PglD inh	RAD54 branch
28	CCN1CCN(C(=S)NCCc2ccccc2)CC1	-7	3	.	.	2	.	-2	2
29	COc1cccc(C(NC(C)=O)c2nc(-c3ccc4ccccc4c3)cs2)c1 (stereo not drawn)	1	-5	0.0	2	1	-39	-2	-13
30	CCOC(=O)c1c(-c2ccccc2)csc1NC(=O)CSc1nc(C)cc(C)n1	-32	14	-2.7	7	0	6	2	-5
31	CC(=O)c1cccc(NC2c3ccccc3C(=O)N2Cc2ccco2)c1 (stereo not drawn)	3	0	2.4	2	13	-17	0	2
32	C[C@H](CCC(=O)O)[C@H]1CC[C@H]2[C@@H]3C(=O)C[C@@H]4CC(=O)CC[C@]4(C)[C@H]3CC(=O)[C@]12C	8	-3	-0.2	-2	7&2	-1	3&1	-23&-7
33	COc1ccc2c(c1OC)OCC2C (stereo not drawn)	.	-8	2.2	2	-1	5	3	-3
34	CC(C)CCNC(=O)C1CCC(=O)N1CCc1ccccc1 (stereo not drawn)	.	-10	0.0	0	-2	-3	-6	0
35	CN(C)CC#Cc1ccc([C@@H]2[C@@H](CO)N3C(=O)CN(C(=O)c4ccc(F)cc4)C[C@H]23)cc1	-6	.	0.2	1	.	17	.	.
36	O=C(/C(=C(\O)c1ccccc1)c1ncc[nH]1)c1ccccc1	8	-2	.	2	-2	-7	4	4
37	C/C=C/C=C/C(=O)N1CC2(CC(c3cccc(NC(=O)CCCCC)c3)=NO2)C[C@H]1C(N)=O (stereo partly drawn)	5	2	0.0	5	-2	-29	2	-17
38	N#C[C@H]1[C@@H](c2ccccc2-c2ccccc2F)[C@H](CO)N1C(=O)C1CCC1	-3	.	0.0	-1	.	13	.	.
39	O=S(=O)(Nc1nccs1)c1ccc(Cl)cc1	-11	5	.	.	3	.	-29	-11
40	COc1ccc2c(Cl)c(C(=O)NC3CCS(=O)(=O)C3)sc2c1 (stereo not drawn)	0	2	.	.	-1	.	7	1
41	CC1(Oc2ccc3ccccc3c2)CCN(Cc2cccn2-c2nccs2)C1 (stereo not drawn)	.	.	0.3	0	-7	-11	0	1
42	COc1ccc(C(C(=O)NC2CCCCC2)N(C(=O)CCCC(=O)Nc2ccccn2)c2ccc3c(c2)OCCO3)cc1 (stereo not drawn)	-17	17	.	-2	2	-7	-1	-3
43	Oc1ccc(Br)cc1-c1cc(-c2ccccc2Cl)[nH]n1	-14	17	.	1	1	-3	8	-5
44	CN(C)c1ccc(S(=O)(=O)N2CCCCC2)cc1NC(=O)CCNC(=O)c1ccco1	-4	-1	.	-4	-1	-27	4	-5
45	Cc1cc(-c2nnc(CCC(=O)NCCc3ccccc3F)o2)no1	13	.	.	1	0	-9	4	-7
46	C[C@@H]1CN([C@@H](C)CO)C(=O)c2cc(NS(=O)(=O)c3cccs3)ccc2O[C@@H](C)CCCCO[C@@H]1CN(C)C(=O)Nc1ccccc1	-1	-7[16.7 µM]	.	-1	0	15	1	-5
47	N/C(=N\N=C\c1cccc(O)c1)c1nonc1N	11	-5	.	-5	-5	-22	-8	5
48	Cc1ccc(O)c(NC(=O)c2ccc3c(c2)C(=O)N(CC(C)C)C3=O)c1	?	5	0.1	-3	1	-16	-11	-1
49	Cc1ccc(S(=O)(=O)NCC(=O)OCC(=O)c2cc(C)n(-c3ccccc3)c2C)cc1	-5	-2	.	.	0	.	0	5
50	COc1ccc(N2CCN(C(=O)COC(=O)/C=C/c3ccc(OC(F)F)cc3)CC2)cc1	3	1	.	-1	-2	-3	-4	-5
51	O=C(Nc1ccc(C(=O)N2CCOCC2)cc1)C1CC1	2	8	-0.1	.	-1	-4	6	-2
52	Cc1ccc(C)c(NC(=O)Cn2nc([N+](=O)[O-])c(Br)c2C)c1	9	-4	.	1	-14	-18	-4	4
53	CCOc1ccc2nc(NC(=O)CN3CCC(n4nnc5cc(C(F)(F)F)ccc54)CC3)sc2c1	9	0	.	.	-3	.	-5	-1
54	Cc1cc(Nc2ccc(F)cc2C)n2nc(C)nc2n1	4	4	0.0	.	3	-6	-4	-7
55	COc1ccccc1NS(=O)(=O)c1ccc(OC)c(OC)c1	3	3	.	-3	-1	-6	1	5
56	O=C(/C(=C/c1ccccc1)c1ccccc1)N1CCCCC1	-26	7	.	.	2	.	6	4
57	C=CCn1c(SCC(=O)NC2(C)CCS(=O)(=O)C2)nc2ccccc21 (stereo not drawn)	8	.	-0.2	-5	.	-7	.	.
58	CCN(C(=O)C(=O)c1c[nH]c2ccccc12)c1ccccc1	.	29	.	-1	2	-5	4	-4
59	COc1ccccc1NC(=S)N(Cc1cccnc1)Cc1ccccc1Cl	-17	.	7.6	0	.	14	.	.
60	CC(NO)C(C)(C)NO (stereo not drawn)	10	-6	.	.	1	.	4	-1
61	Cn1c(-c2ccc(F)cc2)cnc1NCc1ccc(C#N)cc1	.	5	.	-1	0	5	2	-3

Grouped by structure: the compounds so far containing a CF3 group.
no.	molecule	PGC1a acetyl inh	miR122 inh	E-selectin induc	ERAP1 HTS inh	Cneo AK release	RAD52 anneal inh	PglD inh	RAD54 branch
12	C[C@@H]1CN([C@H](C)CO)C(=O)c2cccc(NS(=O)(=O)c3ccccc3)c2O[C@H]1CN(C)Cc1ccc(C(F)(F)F)cc1	-1	44[16.7 µM]	0.0	0	1	15	1	-24
53	CCOc1ccc2nc(NC(=O)CN3CCC(n4nnc5cc(C(F)(F)F)ccc54)CC3)sc2c1	9	0	.	.	-3	.	-5	-1
